TRHR agonist: qHTS for Small Molecule Agonists and Allosteric Enhancers of Human TRH Receptor: Primary Screen for Agonists; TRHR cells, calcium flux fluo-8, FDSS agonist mode; activation, % at 2 µM; actives 0.18% (n = 360,000); in the data active means activation above about 30%; further: 0% is about no effect
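Agonist-mode FDSS calcium read (Ex 480/Em 530, 1 s cycles) in 1536-well TRHR cells with fluo-8 dye, after 10-cycle baseline and 23 nL compound addition; TRH at EC20 (10 nM final) added afterwards for the enhancer phase.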
TrxR1 substrate: qHTS Assay for Substrates of Mammalian Selenoprotein Thioredoxin Reductase 1 (TrxR1): qHTS; AID 588456, 2011; actives 0.01% (n = 390,000); Potency, µM (top dose mostly 114 µM), for the others: top-dose activity change, negative = substrate turnover; Thioredoxin reductase 1, cytoplasmic (Rattus norvegicus), O89049; purified TrxR1 substrate turnover, NADPH consumption readout; further: potency means the concentration at half of the fitted maximal effect; on the % scale 0 is the no-effect control and ±100 the full control effect; nearly all actives have a fitted effect of over 50% in size
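Rat TrxR1, dispensed at 90 nM, was prereduced with 400 uM NADPH (final) for 5 min at ~22 deg C, then incubated with compound 15 min before 400 uM selenite. A first-read NADPH fluorescence drop versus no-compound background flagged substrates.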
USP1-UAF1 inh: Inhibitors of USP1/UAF1: Primary Screen. actives 0.23% (n = 390,000). AID 743255, 2014. recombinant USP1/UAF1, Ub-Rhodamine cleavage fluorescence. Potency, µM (top dose mostly 57.1 µM), without a hit: at the top dose activity change, negative = inhibition, hits mostly inhibitors; further: potency means the concentration at half of the fitted maximal effect; on the % scale 0 is the no-effect control and ±100 the full control effect; nearly all actives have a fitted effect of over 60% in size; inactives centre near -12
Target sequence (O94782 whole entry, looked up): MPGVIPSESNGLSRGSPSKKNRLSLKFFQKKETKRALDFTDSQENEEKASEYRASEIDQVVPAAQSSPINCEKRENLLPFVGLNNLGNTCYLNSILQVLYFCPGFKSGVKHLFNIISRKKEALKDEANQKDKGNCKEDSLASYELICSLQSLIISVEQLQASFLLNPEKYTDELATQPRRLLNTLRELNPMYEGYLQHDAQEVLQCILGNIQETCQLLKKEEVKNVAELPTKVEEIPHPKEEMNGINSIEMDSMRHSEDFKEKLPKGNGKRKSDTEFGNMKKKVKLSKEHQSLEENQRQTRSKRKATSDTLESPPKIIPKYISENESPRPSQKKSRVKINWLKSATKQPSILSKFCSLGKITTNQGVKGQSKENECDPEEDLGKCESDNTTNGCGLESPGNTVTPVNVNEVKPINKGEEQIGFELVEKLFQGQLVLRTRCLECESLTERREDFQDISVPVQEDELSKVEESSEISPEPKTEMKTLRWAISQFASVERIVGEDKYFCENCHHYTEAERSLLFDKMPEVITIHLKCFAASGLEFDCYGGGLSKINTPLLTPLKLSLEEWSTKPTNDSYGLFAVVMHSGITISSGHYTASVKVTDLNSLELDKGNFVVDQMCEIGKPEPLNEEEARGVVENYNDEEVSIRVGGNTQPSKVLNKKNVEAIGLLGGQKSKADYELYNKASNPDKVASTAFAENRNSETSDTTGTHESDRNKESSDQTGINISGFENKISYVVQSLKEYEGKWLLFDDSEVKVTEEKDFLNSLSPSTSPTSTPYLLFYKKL
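USP1/UAF1 complex (1 nM) preincubated 15 min at room temperature with compound, then Ub-Rho substrate (150 nM final) added. Kinetic fluorescence at 480/540 nm over 6 reads at 60 s intervals; 50 mM HEPES pH 7.8, 0.5 mM EDTA, 0.1 mg/ml BSA, 1 mM TCEP, 0.01% Tween-20.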
PI4K2A block: qHTS for small molecular inhibitors of PI4K2A | Phosphatidylinositol 4-kinase type 2-alpha (Homo sapiens), Q9BTU6 | purified PI4K2A, ADP-Glo luminescence, 1 h; active compounds read low | activity change, negative = inhibition, % at 76.9 µM | actives 0.13% (n = 420,000) | AID 1346378, 2018; in the data active means activity change below about -50%; inconclusive means mostly about -30% to -49%;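 further: -100% = wells without enzyme as full effect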
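Compounds are screened against recombinant PI4K2A using PI as substrate and ATP, the latter dispensed at 300 microM. Reactions run one hour at ambient temperature before ADP-Glo detection; full inhibition defined by wells lacking enzyme.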
D2 ag: HTS Assay for Allosteric Agonists of the Human D2 Dopamine Receptor: Primary Screen for Agonists. HEK293 T-REx D2 cells, calcium flux agonist mode. D(2) dopamine receptor (Homo sapiens), P14416. activation, % at 2 µM. actives 0.53% (n = 340,000);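 active means activation over 3 SD above normal in the single-dose calcium agonist read, cut at about 30% in these data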; further: 0% is about no effect
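Agonism is scored from calcium flux in a force-coupled, inducible HEK293 cell line expressing D2, read kinetically for 180 s after compound addition against dopamine controls.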
IDH1 R132H inh: qHTS for Inhibitors of mutant isocitrate dehydrogenase 1 (IDH1): qHTS | AID 602179, 2012 | IDH1-R132H enzyme, NADPH consumption, diaphorase/resazurin fluorescence | Potency, µM (highest dose often 76.6 µM), for the others: at the top dose activity change, negative = inhibition, usual class: inhibitors | actives 0.093% (n = 390,000); further: potency means the concentration at half of the fitted maximal effect; on the % scale 0 is the no-effect control and ±100 the full control effect; nearly all actives have a fitted effect of over 65% in size
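IDH1-R132H (0.5 ug/mL) preincubated 30 min with compound, then NADPH (0.016 mM) and alpha-KG (2 mM) added; 80 min at RT, pH 7.5. Remaining NADPH coupled via diaphorase/resazurin to fluorescence (540/590 nm); concentration-response curves normalized to no-enzyme control.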
TRHR PAM: qHTS for Small Molecule Agonists and Allosteric Enhancers of Human TRH Receptor: Primary Screen for Enhancers. TRHR cells, fluo-8 calcium fluorescence, EC20 TRH enhancement. enhancement, % at 2 µM. actives 0.66% (n = 360,000); in the data active means enhancement above about 30%; further: 0% is about no effect
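TRHR-expressing cells loaded with fluo-8 calcium dye were read kinetically (ex 480/em 530) during compound addition, then stimulated with an EC20 of TRH (10 nM final). Enhancement of the Gq-mediated intracellular calcium response was scored.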
rTrxR1 inhibitor: qHTS Assay for Inhibitors of Mammalian Selenoprotein Thioredoxin Reductase 1 (TrxR1): qHTS; Potency, µM (series often up to 114 µM), for inactives: at the highest dose activity change, negative = inhibition, hits mostly inhibitors; AID 588453, 2011; Thioredoxin reductase 1, cytoplasmic (Rattus norvegicus), O89049; recombinant rTrxR1, NADPH fluorescence consumption, selenite substrate; actives 1% (n = 390,000); further: potency means the concentration at half of the fitted maximal effect; on the % scale 0 is the no-effect control and ±100 the full control effect; nearly all actives have a fitted effect of over 65% in size
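Rat TrxR1 (90 nM in the dispensed reagent) was pre-reduced with 400 uM NADPH for 5 min at room temperature, then incubated with compound for 15 min. After 400 uM selenite was added, NADPH fluorescence (Ex 340/Em 450 nm) was followed for 8 min.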
D2 antagonist: HTS Assay for Allosteric Antagonists of the Human D2 Dopamine Receptor: Primary Screen for Antagonists. inhibition, % at 10 µM. D(2) dopamine receptor (Homo sapiens), P14416. AID 485344, 2010. actives 2% (n = 340,000). HEK293 TREx D2 cells, calcium flux, dopamine EC80; in the data active means inhibition above about 30%; further: 0% is about no effect
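Compounds are added to dye-loaded, induced HEK293 T-REx cells coupled to calcium release via D2; after a 3 min kinetic read an EC80 dopamine stimulus is given and fluorescence is recorded for 3 more min.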
* = called active by the depositor; u = inconclusive; x = not tested or not shown; & = joins results of further samples; [ ] = remark or other dose. Unless noted, the call rests on the fitted dose curve; in most records, active means well fitted inhibition curve with a large enough effect; inconclusive means small, poorly fitted or top-dose-only effect; inactive means no such curve, though single readings can be large or run the other way.

The first five compounds, ahead of the listing:
SMILES | TRHR agonist | TrxR1 substrate | USP1-UAF1 inh | PI4K2A block | D2 ag | IDH1 R132H inh | TRHR PAM | rTrxR1 inhibitor | D2 antagonist
CCN(CC)S(=O)(=O)c1ccc(S(=O)(=O)Nc2ccc(C(=O)N3CCCC3)cc2)cc1 | 0.4 | 1%[57.1 µM] | -11% | 7 | -1.2 | -3% | 0 | -7%[57.1 µM] | 20
COc1ccc(NC(=O)CS(=O)(=O)c2cccc(Cl)c2)cc1 | -0.3 | 2% | -15% | 3 | 0.8 | -15% | 6 | 22% | -5
CCC/C(=N/NC(=O)c1csc(C)c1C)c1ccc(Cl)s1 | -0.6 | 5%[57.1 µM] | -11% | -5 | -0.8 | 1% | 3 | 6%[57.1 µM] | 5
Cc1cc(C(=O)NNC(=S)NCc2ccco2)nn1C | -0.1 | -1% | -17% | -7 | 0.5 | 13% | -2 | 7%[57.1 µM] | -11
Cc1nc(Nc2c(Cl)cccc2Cl)sc1C(=O)Nc1ccccc1 | -0.1 | 8%[57.1 µM] | -17% | 1 | -1.1 | 0% | -9 | 12%[57.1 µM] | 0

All compounds of this part, previewed entries included:
SMILES | TRHR agonist | TrxR1 substrate | USP1-UAF1 inh | PI4K2A block | D2 ag | IDH1 R132H inh | TRHR PAM | rTrxR1 inhibitor | D2 antagonist
CCN(CC)S(=O)(=O)c1ccc(S(=O)(=O)Nc2ccc(C(=O)N3CCCC3)cc2)cc1 | 0.4 | 1%[57.1 µM] | -11% | 7 | -1.2 | -3% | 0 | -7%[57.1 µM] | 20
COc1ccc(NC(=O)CS(=O)(=O)c2cccc(Cl)c2)cc1 | -0.3 | 2% | -15% | 3 | 0.8 | -15% | 6 | 22% | -5
CCC/C(=N/NC(=O)c1csc(C)c1C)c1ccc(Cl)s1 | -0.6 | 5%[57.1 µM] | -11% | -5 | -0.8 | 1% | 3 | 6%[57.1 µM] | 5
Cc1cc(C(=O)NNC(=S)NCc2ccco2)nn1C | -0.1 | -1% | -17% | -7 | 0.5 | 13% | -2 | 7%[57.1 µM] | -11
Cc1nc(Nc2c(Cl)cccc2Cl)sc1C(=O)Nc1ccccc1 | -0.1 | 8%[57.1 µM] | -17% | 1 | -1.1 | 0% | -9 | 12%[57.1 µM] | 0
Cc1nn(CC(=O)NCCc2cccs2)c(=O)c2cc3ccccc3n12 | -0.6 | 7% | -15% | 0 | -2.5 | -1% | 0 | 10% | -14
O=C(Nc1ccccc1)c1ccc(S(=O)(=O)N2CCOCC2)cc1 | 0.8 | -4% | -1% | -3 | 0.0 | 5% | -1 | 6% | 9
Fc1ccccc1CSc1nnc2ccc(-c3ccncc3)nn12 | 0.6 | -4% | 1% | 2 | 1.5 | 16% | 2 | -5% | -14
Cc1cccc(NC(=S)NNC(=O)COc2ccc(Cl)cc2Cl)c1 | -0.5 | -3% | -17% | 5 | -0.8 | -12% | -7 | -12% | 14
COC(C[C@@H](O)C[C@@H](O)[C@H](C)OCc1ccccc1)OC | x | 10%[57.1 µM] | -28% | -2 | x | -7% | x | 30%[57.1 µM] | x
Cn1c(N)c(C(=O)CSc2nc3ccccc3n2-c2ccccc2)c(=O)n(C)c1=O | -0.1 | -4%[57.1 µM] | 6% | -5 | 0.7 | 1% | 8 | -19%[57.1 µM] | -3
Clc1ccccc1CSc1ncccn1 | -0.4 | 3% | -16% | 0 | -0.5 | 2% | -4 | 17% | -26
O=C(NCC1COc2ccccc2O1)c1cccc(S(=O)(=O)N2CCCCC2)c1 (stereo unspecified) | 0.1 | -11% | -8% | 5 | 0.5 | 7% | -6 | -17% | 18
Cc1ccc(S(=O)(=O)N(C)C)cc1NC(=O)CSc1ccc2c(c1)OCCO2 | -0.1 | -6% | -23% | 1 | 0.1 | 4% | -1 | 9% | 36*
O=C(CSc1cccc[n+]1[O-])NN(c1ccccc1)c1ccccc1 | 0.7 | 8% | -9% | -6 | 0.5 | 4% | -1 | 17% | 14
CN=C1SC(CC(=O)Nc2sc3c(c2C#N)CCCC3)C(=O)N1C (stereo unspecified) | -0.4 | 11% | -11% | -1 | 0.6 | -1% | -7 | 5% | -12
CCOC(=O)C1CCCN(C(=O)C2CCN(S(=O)(=O)N3CCC4(CC3)OCCO4)CC2)C1 (stereo unspecified) | 0.7 | 12% | -1% | -2 | 0.3 | 5% | 1 | 36% | 6
CN1CCN(Cc2nc3ccccc3c(=O)n2Cc2nc(-c3ccc4ccccc4c3)cs2)CC1 | 0.9 | 1% | -3%&-14% | 5&0 | 0.5 | -4%&2% | 2 | 28% | 13
COc1ccc(S(=O)(=O)N(CC(=O)Nc2ccc(S(=O)(=O)N3CCOCC3)cc2)c2ccccc2)cc1 | 4.7 | -1% | -7% | 3 | 3.1 | -2% | -2 | 16% | -15
O=C1CC(N2CCN(c3ccccc3)CC2)C(=O)N1CCc1ccccc1 (stereo unspecified) | 0.4 | 5%[2.29 µM] | -3% | 2 | 8.2 | 1% | -2 | -2%[2.29 µM] | 3
NC(=O)c1cc[n+](CC2=C(C(=O)O)N3C(=O)[C@@H](NC(=O)C(c4ccccc4)S(=O)(=O)[O-])[C@H]3SC2)cc1 (stereo partly specified) | 0.2 | 7% | 35µM* | u | 0.3 | 7% | -2 | u | -1
O=C(CCSCc1cccc(Cl)c1)NCCc1ccccc1 | -0.3 | 2% | -15% | 2 | 0.3 | -5% | 0 | 9% | 9
C/C(=C1/SC(=S)N(CCC(=O)O)C1=O)c1ccc(O)cc1 | 1.0 | -4% | 6% | -15 | 0.4 | -2% | 5 | 3% | 2
Cc1cccc(N(C)S(=O)(=O)c2cc3c(cc2C)n(C)c(=O)c(=O)n3C)c1 | -1.0 | -6%[57.1 µM] | -9% | -24 | -0.1 | 15% | 2 | 4%[57.1 µM] | 21
CSc1nsc(SCC(=O)Nc2ccc(F)cc2)n1 | -0.6 | 0% | -7% | 0 | -3.1 | -1% | 2 | 12% | 10
O=C(COc1cc(Cl)ccc1Cl)N1CCNC1=O | 0.2 | 0%[57.1 µM] | -12% | -3 | -0.3 | -3% | 5 | 3%[57.1 µM] | 0
CN(C(=O)CC(=O)Nc1ccc2nc3n(c(=O)c2c1)CCCCC3)c1ccccc1F | -0.9 | -2% | -10% | -1 | 4.0 | 0% | 18 | 4% | x
Cn1cc(S(=O)(=O)N2CCCCC2)cc1C(=O)N1CCN(c2ccc(F)cc2)CC1 | -0.2 | -9%[57.1 µM] | -3% | -1 | x | -9% | 2 | -8%[57.1 µM] | x
Cc1ccc(NC(=O)c2ccc(Oc3ncccn3)cc2)cc1 | -0.7 | 0% | -15% | 1 | 0.7 | 23% | -3 | 14% | -13
Cc1ccc(NC(=O)Nc2nnc(-c3ccccc3F)s2)cc1 | 0.2 | 6%[57.1 µM] | -14% | 3 | 0.7 | 0% | 4 | 10%[57.1 µM] | -8
O=C(NC1CCCCCC1)C1c2ccccc2C(=O)N1Cc1ccco1 (stereo unspecified) | -2.3 | 7% | -8% | 1 | x | 9% | 10 | -2% | x
CCC(CC)NC(=O)c1cccc(Br)c1 | -0.5 | -3% | -8% | 3 | -0.8 | -1% | -2 | 8% | 0
Cn1nc(-c2ccc(S(N)(=O)=O)s2)cc1C(F)(F)F | -0.5 | -21%[11.4 µM] | 0% | 5 | 10 | 10% | -1 | 19%[11.4 µM] | -16
COc1ccc(C(=O)Nc2nc3cc(OC)c(OC)cc3c(=O)[nH]2)cc1 | 0.5 | -8% | -11% | 2 | 0.0 | 0% | 0 | -13% | 0
CC(NC(=O)c1ccc2c(c1)OCCO2)C(=O)O (stereo unspecified) | -0.1 | 10% | -4% | -3 | -1.2 | 7% | 0 | 6% | 14
O=C(N/N=C/c1ccc(-c2cccc([N+](=O)[O-])c2)o1)c1ccccc1O | -0.1 | -7% | -28% | 1 | -2.4 | -15% | 1 | 9% | 10
COc1ccccc1NS(=O)(=O)c1ccc2nc(CCl)[nH]c2c1 | 1.3 | 2% | -5% | -2 | 0.5 | 5% | -6 | -32% | -26
Cc1cccc(NC(=S)N(C)C)c1C | 0.4 | 6%[11.4 µM] | u | 4 | 0.9 | -2% | 6 | 14%[11.4 µM] | -4
Cc1ccc(C(=O)N2CCCC2)cc1S(=O)(=O)N1CCOCC1 | 0.4 | -6% | -15% | 3 | 0.7 | 3% | 3 | -9% | -12
Cc1ccn2cc(CSc3ccccc3)nc2c1 | -0.3 | -2% | -12% | -2 | 1.0 | 8% | -3 | 2% | -20
C=CCn1c(N2C(=O)CC(Cc3ccccc3)C2=O)nc2ccccc21 (stereo unspecified) | -0.1 | 0% | -7% | 1 | -0.5 | 1% | -8 | 1% | 4
CCN(CC)S(=O)(=O)c1ccc2c(c1)N(CC(=O)NCc1ccccc1)C(=O)C1CCCCN21 (stereo unspecified) | -0.7 | 0%[57.1 µM] | -19% | -7 | 1.8 | 16% | -6 | 9%[57.1 µM] | x
COc1ccc(S(=O)(=O)N2CCC(C(=O)N3CCOCC3)CC2)cc1Cl | -0.6 | 7%[57.1 µM] | -24% | 5 | 0.3 | 0% | -1 | 21%[57.1 µM] | -22

Bioassay records (PubChem BioAssay)
